M5 PAM: CHRM5 positive allosteric modulation; activation, % at 3 µM; 360,000 compounds, 0.3% hits; AID 624038; P08912; CHO-K1 hM5, Fluo-8 calcium, ACh EC20 PAM; 0% = ACh EC20, 100% = ACh EC100;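 active = activation above the run cutoff, the mean activation of all test compounds plus 3 SD, cut at about 18% in these data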
Target sequence (P08912 whole entry, looked up): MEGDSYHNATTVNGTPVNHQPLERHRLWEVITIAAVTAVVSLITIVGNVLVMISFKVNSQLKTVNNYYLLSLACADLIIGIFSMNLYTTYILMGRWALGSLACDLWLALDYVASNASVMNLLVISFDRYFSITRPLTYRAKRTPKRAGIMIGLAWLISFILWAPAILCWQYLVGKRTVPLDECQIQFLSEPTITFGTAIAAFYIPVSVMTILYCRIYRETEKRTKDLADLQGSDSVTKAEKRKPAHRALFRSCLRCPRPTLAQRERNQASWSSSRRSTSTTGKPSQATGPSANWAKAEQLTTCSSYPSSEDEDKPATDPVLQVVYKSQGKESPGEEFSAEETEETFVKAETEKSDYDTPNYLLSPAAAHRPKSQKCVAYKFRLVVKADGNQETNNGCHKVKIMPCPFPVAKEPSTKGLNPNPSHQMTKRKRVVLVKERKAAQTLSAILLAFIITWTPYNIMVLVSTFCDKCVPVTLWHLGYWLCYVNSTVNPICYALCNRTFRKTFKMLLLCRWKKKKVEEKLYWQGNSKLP
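System: CHO-K1 hM5 cells. Reagent: acetylcholine, EC20 level. Compound dosing: single dose, 3 µM nominal final test concentration. Timing: Post-acetylcholine fluorescence recording 140 s. Detection: Fluo-8 calcium fluorescence. Read-out: % activation, ACh-normalized. Benchmarks: ACh EC20 and EC100 wells. Repeats: singlicate, one well per test compound.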
M5 ag: CHRM5 agonism in calcium assay | P08912 | CHO-K1 hM5 cells, Fluo-8 calcium fluorescence; 0% DMSO wells, 100% maximal acetylcholine response | activation, % at 3 µM | 360,000 compounds, 0.19% hits;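 active = activation above the run's mean over test compounds plus 3 SD, cut at about 23% in these data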;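 note: signal is peak over basal fluorescence ratio across the kinetic read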
CHRM5 antagonist: blocks acetylcholine activation of human M5 receptor; 360,000 compounds, 0.59% hits; P08912; inhibition, % at 3 µM; CHO-hM5 cells, Fluo-8 calcium fluorescence, ACh EC80;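 active = inhibition above a per-plate cutoff, the mean of that plate's test compounds plus 3 SD, cut at about 27% in these data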;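 note: 0% = acetylcholine EC80 with DMSO and 100% = DMSO without agonist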
CHO-K1 Ca antag: nonselective inhibitor or artifact in parental CHO-K1 cells; ATP-induced calcium, Fluo-8 fluorescence; inhibition, % at 3 µM; 360,000 compounds, 0.6% hits;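 active = inhibition above a per-plate cutoff, the plate's mean sample inhibition plus 3 SD, cut at about 24% in these data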;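 note: 0% = DMSO plus EC80 ATP and 100% = DMSO alone without ATP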
CHRM4 antagonist: antagonists of human muscarinic M4 receptor (CHRM4); P08173; 360,000 compounds, 0.73% hits; CHO-hM4 cells, ACh EC80, Fluo-8 calcium fluorescence; AID 624125; inhibition, % at 3 µM;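 active = inhibition above its plate's cutoff, the mean inhibition of sample wells plus 3 SD, cut at about 27% in these data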;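 note: 0% = acetylcholine EC80 with DMSO and 100% = DMSO without agonist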
M4 ag: CHRM4 agonism in calcium assay; AID 624127; P08173; CHO-K1 hM4/Gqi5, Fluo-8 calcium fluorescence; vehicle 0%, full acetylcholine response 100%; activation, % at 3 µM; 360,000 compounds, 0.14% hits;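 active = activation above the run mean over all test wells plus 3 SD, cut at about 32% in these data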;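 note: peak over basal fluorescence ratio per well then scaled between controls; 0% = DMSO wells and 100% = acetylcholine at EC100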
CHRM4 PAM: potentiates acetylcholine response at human M4 receptor | P08173 | 360,000 compounds, 0.4% hits | AID 624126 | CHO-K1 hM4/Gqi5, Fluo-8 calcium fluorescence, ACh EC20; 0% = ACh EC20, 100% = maximal ACh | activation, % at 3 µM;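 active = activation above its plate's cutoff, the mean activation of sample wells plus 3 SD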; note: some results filed as inactive read as strong as hits
CHO-K1 Ca ag: counter-screen for M1 agonists: effect in parental CHO-K1 cells. Fluo-8 calcium fluorescence; scaled to maximal ATP response, vehicle zero. activation, % at 3 µM. 360,000 compounds, 0.48% hits; in the data active = activation above about 15%;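 note: untransfected CHO-K1 host cells lacking M1 receptor as counterscreen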
M1 PAM parental: counter-screen for M1 PAMs: effect in parental CHO-K1 cells; ATP EC20, Fluo-8 calcium fluorescence; 0% at ATP EC20, 100% at ATP max; activation, % at 3 µM; 360,000 compounds, 0.02% hits; AID 602247;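 active = activation above the run cutoff, the mean activation of all test compounds plus 3 SD, cut at about 40% in these data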;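 note: peak over basal fluorescence ratio in a 140 s read after ATP addition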
The depositor's hits bear a star.

SMILES	M5 PAM	M5 ag	CHRM5 antagonist	CHO-K1 Ca antag	CHRM4 antagonist	M4 ag	CHRM4 PAM	CHO-K1 Ca ag	M1 PAM parental
COc1cccc(-c2cc(C(=O)NCCCn3ccnc3)c3ccccc3n2)c1	-7	-1	1	-2	-6	7	-2	3.7	20
CC(C)(C(=O)N1CCC1(C)C(=O)Nc1ccccc1Br)c1ccccc1 (centres undefined)	-4	-2	0	0	-9	1	5	-0.3	1
CCOCCCNS(=O)(=O)c1ccc(NC(=O)C2CC(=O)N(c3ccc(C)cc3)C2)cc1 (centres undefined)	-8	-5	-6	-16	-4	1	4	-0.1	17
CCOC(=O)C1C(=O)OC(C)(C)C1C(CC)C(=O)c1c(C)cc(C)cc1C (centres undefined)	4	-6	1	-9	-3	-2	-4	0.5	16
CC(=O)c1cccc(S(=O)(=O)N(Cc2cc3cc4c(cc3[nH]c2=O)OCCO4)CC2CCCO2)c1 (centres undefined)	-1	5	-1	-24	-6	8	2	3.0	14
COc1ccc(CNc2nc3ccccc3n2CCN2CCCCC2)c(OC)c1	-2	-5	3	21	11	1	-17	0.9	-6
CCCOc1ccc(C(=O)NNC(=S)NC(=O)c2ccccc2)cc1	-21	78*	26	42*	27*	136*	-24	105*	-39
CC(C)(CNC(=O)c1cccc(S(=O)(=O)Nc2ccc(SC(F)F)cc2)c1)N1CCOCC1	3	-3	12	9	4	5	6	0.7	-17
CCOc1ccc(S(=O)(=O)N(C)C2CCCCC2)cc1	4	-4	-4	7	1	-1	1	-0.7	-9
Cc1ccccc1-n1ncc(C(C)NS(=O)(=O)c2ccccc2Cl)c1C (centres undefined)	-3	-2	2	-12	-18	2	6	0.7	7
COc1ccccc1N1CCN(S(=O)(=O)CC23CCC(CC2=O)C3(C)C)CC1 (centres undefined)	-2	2	-11	-7	3	5	0	1.2	2
CCc1ccc(C(O)c2ncc(-c3cccc(C(F)(F)F)c3)[nH]2)cc1 (centres undefined)	-2	3	10	1	-1	4	-2	2.9	10
COCc1c(Br)c(C)nc2sc3c(=O)[nH]nnc3c12	2	-1	3	-6	-4	0	-4	-0.3	-2
O=C(COC(=O)c1ccccc1NCCO)NCC1CCCCC1	1	1	1	-18	-1	1	0	-0.2	23
O=[N+]([O-])c1c(C(Cl)Cl)nn(-c2ccc(Cl)cc2)c1N1CCCCC1	0	0	-7	-6	-7	-3	6	-0.2	16

Gathered by group, the entries above with a carbonyl joined to an NH by a bond outside any ring.
SMILES	M5 PAM	M5 ag	CHRM5 antagonist	CHO-K1 Ca antag	CHRM4 antagonist	M4 ag	CHRM4 PAM	CHO-K1 Ca ag	M1 PAM parental
COc1cccc(-c2cc(C(=O)NCCCn3ccnc3)c3ccccc3n2)c1	-7	-1	1	-2	-6	7	-2	3.7	20
CC(C)(C(=O)N1CCC1(C)C(=O)Nc1ccccc1Br)c1ccccc1 (centres undefined)	-4	-2	0	0	-9	1	5	-0.3	1
CCOCCCNS(=O)(=O)c1ccc(NC(=O)C2CC(=O)N(c3ccc(C)cc3)C2)cc1 (centres undefined)	-8	-5	-6	-16	-4	1	4	-0.1	17
CCCOc1ccc(C(=O)NNC(=S)NC(=O)c2ccccc2)cc1	-21	78*	26	42*	27*	136*	-24	105*	-39
CC(C)(CNC(=O)c1cccc(S(=O)(=O)Nc2ccc(SC(F)F)cc2)c1)N1CCOCC1	3	-3	12	9	4	5	6	0.7	-17
O=C(COC(=O)c1ccccc1NCCO)NCC1CCCCC1	1	1	1	-18	-1	1	0	-0.2	23

Later entries:
SMILES	M5 PAM	M5 ag	CHRM5 antagonist	CHO-K1 Ca antag	CHRM4 antagonist	M4 ag	CHRM4 PAM	CHO-K1 Ca ag	M1 PAM parental
Cc1ccc(NC(=O)CN2CCCCCC2)c(Br)c1	-1	0	-2	-20	4	-2	3	-0.7	-5
CCc1ccc(OCC(=O)NC(NC(=S)Nc2ccc(Cl)cc2)C(Cl)(Cl)Cl)cc1 (centres undefined)	-10	1	11	10	7	10	-3	13	11
O=C(NCCN1C(=O)S/C(=C\c2cccc(Cl)c2Cl)C1=O)C1=COCCO1	2	-5	3	-10	0	2	-2	4.0	6
COc1ccc(/C(C)=N/NC(=O)c2nnn(-c3nonc3N)c2-c2ccccc2)cc1	-2	3	10	-14	-6	6	4	3.7	10
Cc1ccc(CN2C(=O)c3ccccc3Sc3ccc(C(=O)NCCCN4CCOCC4)cc32)cc1	7	-4	0	-7	-2	3	2	2.1	2
COC(=O)c1cc(OC)cc(O)c1C(=O)c1c(O)cc(C)cc1O	1	0	5	5	-29	2	18	0.3	-11
CCOc1ccccc1NC(=O)NC(C)c1ccncc1 (centres undefined)	0	-2	4	3	9	0	-3	-0.5	13
COc1cccc(C2c3[nH]c4ccccc4c3C[C@H]3C(=O)N(CCCO)CC(=O)N23)c1OC (some centres undefined)	2	0	-1	-4	4	3	3	2.5	12
Cc1ccc(NC(=S)Nc2ccc(C(C)C)cc2)cc1S(=O)(=O)N1CCCCCC1	-8	1	22	4	8	5	-11	3.3	12
CCOc1ccccc1-n1ccn(CC(=O)Nc2ccc(Br)cc2F)c(=O)c1=O	6	-5	2	3	-1	1	10	0.0	-3
COc1cc(/C=N/NS(=O)(=O)c2ccc(Br)cc2)ccc1O	0	2	-6	-5	-11	3	1	1.2	7
COc1ccc(CCN2CCCn3c2nc2c3c(=O)n(CC(N)=O)c(=O)n2C)cc1OC	-5	-3	13	-11	-4	0	-1	1.6	9
O=C(COC(=O)Cc1c(F)cccc1Cl)Nc1ccc2[nH]c(=O)[nH]c2c1	6	4	1	6	6	1	-1	-0.1	-4
CCn1ncc2c1C(=O)NC1c3ccccc3C(=O)N21 (centres undefined)	-11	4	3	-2	0	10	-1	3.7	3
CN(Cc1ccc(F)cc1)C(=O)c1cccc(S(=O)(=O)NCc2ccccc2)c1	-4	3	-1	2	-4	11	-4	1.5	-8

Among those listed so far, 2 have two or more sulfur atoms.
SMILES	M5 PAM	M5 ag	CHRM5 antagonist	CHO-K1 Ca antag	CHRM4 antagonist	M4 ag	CHRM4 PAM	CHO-K1 Ca ag	M1 PAM parental
CC(C)(CNC(=O)c1cccc(S(=O)(=O)Nc2ccc(SC(F)F)cc2)c1)N1CCOCC1	3	-3	12	9	4	5	6	0.7	-17
Cc1ccc(NC(=S)Nc2ccc(C(C)C)cc2)cc1S(=O)(=O)N1CCCCCC1	-8	1	22	4	8	5	-11	3.3	12

(listing goes on)
SMILES	M5 PAM	M5 ag	CHRM5 antagonist	CHO-K1 Ca antag	CHRM4 antagonist	M4 ag	CHRM4 PAM	CHO-K1 Ca ag	M1 PAM parental
NS(=O)(=O)c1ccc(CCNC(=O)c2cc(-c3cc(Cl)ccc3O)n[nH]2)cc1	-2	1	9	-13	6	1	-5	0.4	-1
CCN(CC)CCOC(=O)c1ccc(NC(=O)C2(c3ccccc3)CCCC2)cc1	-41	-15	36*	-1	21	3	-13	1.9	19
CC(C)(C)C(=O)NC1=NN(c2c(Cl)cc(Cl)cc2Cl)C(=O)C1	7	1	-14	-4	-10	0	7	0.2	-10
O=C(NNc1ccc(Cl)cc1)c1sccc1Cl	-2	2	2	-14	-13	1	1	2.5	22
O=C(CN(Cc1ccco1)C(=O)c1nsc(Cl)c1Cl)NC1CCCCC1	5	-2	8	-15	-9	2	6	1.1	21
COc1cccc(C2=NO[C@@H]3C(=O)N(Cc4ccccc4)C(=O)[C@H]23)c1OC	-1	0	0	-1	-1	7	6	2.0	15
Nn1cnc2scc(-c3ccco3)c2c1=O	0	-4	0	-1	2	1	1	-0.4	11
CC(OC(=O)c1cccc(S(=O)(=O)N2CCCC2)c1)C(=O)NC1CCCCC1C (centres undefined)	18	1	-8	7	-15	3	4	0.5	2
O=C(O)CCCC(=O)Nc1ccc(Cl)c(Cl)c1	-5	-1	0	-10	2	0	-2	0.7	19
COc1ncnc2c1ncn2CCCNCc1ccccn1	6	1	-3	2	-10	1	0	0.0	-5
CN(C)S(=O)(=O)c1ccc(C(=O)NCC(=O)Nc2ccc(F)c(F)c2)cc1	-5	-2	13	-7	7	2	2	2.4	4
CCCCC(=O)N/N=C/c1ccc(N2CCOCC2)c([N+](=O)[O-])c1	-5	0	4	3	3	2	-4	10	15
c1cc2c(c(NCc3ccncc3)c1)CCCC2	-3	-2	-1	-6	-7	5	-2	5.4	15
O=C1OC(OC2CCCCC2)(c2ccccc2)c2ccccc21 (centres undefined)	-12	-6	11	-13	14	-3	-15	-0.4	15
O=C(Nc1ccc(Br)c(C(F)(F)F)c1)c1ccc(C(F)(F)F)cc1	-34	-4	31*	16	34*	10	-18	12	-5
CCOCCCNC(=O)C1CC(=O)N(C2CCCC2)C1 (centres undefined)	2	-2	-9	-10	-16	4	5	0.0	2
CCC(C)C(NS(=O)(=O)c1ccc(C)cc1)C(=O)N1CCOCCOCCOCC1 (centres undefined)	-4	-3	11	-14	1	0	2	0.8	-5

Source: PubChem (The Scripps Research Institute Molecular Screening Center)
